# FID counter = displaces DNA intercalator in HCV helicase counter-screen | DNA fluorescent intercalator displacement, fluorescence | inhibition, % at 7.9 µM | 290,000 tested, 0.17% active | AID 1845; in the data active = inhibition above about 37%;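 note: 0% = vehicle and 100% = reference compound; higher means more ethidium bromide displaced from hairpin DNA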
# HCV NS3 hel inh = blocks Hepatitis C virus NS3 helicase unwinding | NS3 helicase DNA unwinding, Cy5 molecular beacon fluorescence | inhibition, % at 10.9 µM | 290,000 tested, 0.56% active | AID 1800;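 active = inhibition above the mean of all tested compounds plus 3 SD, set per campaign, cut at about 35% in these data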;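 note: 0% = DMSO wells and 100% = thioflavine S control wells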
#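 assay system = NS3 helicase fragment of HCV | buffer or medium = MOPS pH 6.5, MgCl2, DTT, Tween20, BSA | timing = 60 min unwinding reaction at 25 °C after ATP addition | signal = Cy5 beacon fluorescence read at start and 1 h | read-out basis = % inhibition of unwinding | control set = low DMSO, high thioflavine S at 110 µM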
# CRFBP-R2 agonist = agonists of human CRF-binding protein/CRF-R2 receptor complex | HEK293 CRF-R2/CRF-BP, calcium dye fluorescence (FLIPR); percent of saturating CRF peptide response | activation, % at 13.2 µM | 350,000 tested, 0.46% active | AID 588473;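 active = activation of at least 50%, plus an integration ratio under a set limit after plate pattern correction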;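 note: plate controls were neutral control wells without compound for no effect and CRF at EC100 for full effect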
# GalR3 antag = blocks the human galanin receptor 3. HEK293 GalR3-CNG cAMP membrane potential fluorescence; galR3 body fused to GalR1 C-terminus. inhibition, % at 3 µM. 360,000 tested, 0.44% active;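 active = inhibition above the screen-wide average plus 3 SD, cut at about 13% in these data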;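 note: forskolin and galanin both at EC90 stimulate the cells; cAMP rise reported by CNG channel membrane potential dye signal; 0% = forskolin plus galanin with DMSO and 100% = forskolin alone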
# Target sequence (O60755 1-299 limits assumed): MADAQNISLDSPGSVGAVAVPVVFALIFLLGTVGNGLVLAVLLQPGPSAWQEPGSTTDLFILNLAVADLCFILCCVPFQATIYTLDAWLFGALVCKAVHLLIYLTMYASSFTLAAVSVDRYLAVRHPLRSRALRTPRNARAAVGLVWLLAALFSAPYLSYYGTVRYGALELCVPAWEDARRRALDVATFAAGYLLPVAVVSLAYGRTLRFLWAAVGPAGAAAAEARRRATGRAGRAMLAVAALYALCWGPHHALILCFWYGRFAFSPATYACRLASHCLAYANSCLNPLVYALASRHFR
# SUMO HTRF inh = blocks human SUMOylation mediated by UBC9; P63279; HTRF SUMOylation assay, SAE1/SAE2 + UBC9, in vitro; inhibition, % at 35 µM; 290,000 tested, 0.36% active; AID 2006; in the data active = inhibition above about 50%, passing the limit was not always enough; note: strong numbers were not always called active
# CRFR2-BP antag = antagonists of CRF-binding protein/CRF-R2 receptor complex. 350,000 tested, 0.59% active. inhibition, % at 11.8 µM. HEK293 CRF-R2/CRF-BP, CRF-induced calcium fluorescence;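 active = inhibition of the ligand-induced calcium signal above about 50% at the single tested concentration, limit read from the data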
# MEKK3 PB1 HTS = modulators (inhibitors or enhancers) of MEK5 binding to human MEKK3 PB1 domain; bead-based flow cytometry, Alexa488-MEK5 binding to MEKK3; actives lie on both sides; 0 = blocked by unlabeled MEK5, 100 = vehicle; 290,000 tested, 1.4% active; AID 1529; binding response (% of control), % at 10 µM; Q99759;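 active = binding response more than 3 SD above or below the average of its plate-row segment, actives on both sides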;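 note: Alexa488 bead fluorescence after subtracting the streptavidin-only scavenger bead signal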
# Target sequence (Q99759 whole entry, looked up, the tested form may be a part): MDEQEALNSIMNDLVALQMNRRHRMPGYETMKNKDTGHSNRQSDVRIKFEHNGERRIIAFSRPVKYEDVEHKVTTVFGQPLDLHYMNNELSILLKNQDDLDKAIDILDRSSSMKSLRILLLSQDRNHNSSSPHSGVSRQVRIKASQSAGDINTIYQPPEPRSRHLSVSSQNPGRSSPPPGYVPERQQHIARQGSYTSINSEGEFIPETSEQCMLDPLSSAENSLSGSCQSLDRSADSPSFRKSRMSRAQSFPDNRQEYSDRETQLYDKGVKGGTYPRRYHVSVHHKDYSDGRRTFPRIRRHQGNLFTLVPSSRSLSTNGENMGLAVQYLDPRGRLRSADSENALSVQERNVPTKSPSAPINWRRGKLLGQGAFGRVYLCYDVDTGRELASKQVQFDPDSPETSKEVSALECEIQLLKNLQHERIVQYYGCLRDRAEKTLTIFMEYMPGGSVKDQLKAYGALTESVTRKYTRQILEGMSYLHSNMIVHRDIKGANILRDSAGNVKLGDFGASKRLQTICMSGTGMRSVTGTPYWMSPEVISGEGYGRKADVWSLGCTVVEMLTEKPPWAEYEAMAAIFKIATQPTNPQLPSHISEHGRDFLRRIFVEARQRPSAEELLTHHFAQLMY
# MEKK2wt PB1 HTS = raises or lowers MEK5 binding to wildtype human MEKK2 PB1 domain | 290,000 tested, 1.1% active | Q9Y2U5 | bead flow cytometry, Alexa488-MEK5 binding to MEKK2 WT; actives lie on both sides | AID 1531 | binding response (% of control), % at 10 µM; in the data active = binding response below about 67% or above about 130%
# MEKK2mut PB1 HTS = signal of MEK5 binding to mutant human MEKK2 PB1 domain; bead flow cytometry, Alexa488-MEK5 binding to MEKK2 mutant; percent response, % at 10 µM; 290,000 tested, 0.35% active; AID 1530; in the data active = percent response above about 24%, passing the limit was not always enough; note: inactives centre near 1; some results filed as inactive read as strong as hits
# Starred values were filed as active, the others as inactive; . = no result given.
structure	FID counter	HCV NS3 hel inh	CRFBP-R2 agonist	GalR3 antag	SUMO HTRF inh	CRFR2-BP antag	MEKK3 PB1 HTS	MEKK2wt PB1 HTS	MEKK2mut PB1 HTS
CCOc1ccc(NC(=O)Nc2cc(-c3ccccc3)sc2C(=O)OC)cc1	6.3	-13.6	1.6	-3.9	-2.2	-32.8	106.0	109.0	7.0
CCOc1ccccc1Nc1ccnc2cc(Cl)ccc12	9.7	0.2	-15.8	-8.2	20.7	59.4*	91.0	91.0	-10.0
CCC[N+](CC#Cc1ccccc1)(CCC)CC(=O)OC	-0.7	4.5	-1.1	0.1	1.1	1.1	99.0	102.0	-2.0
COc1ccc(S(=O)(=O)N2CCCC(C(=O)NCc3cccnc3)C2)cc1 (centres undefined)	-12.5	0.4	-0.6	2.1	0.0	0.6	102.0	109.0	7.0
O=C(NC1CCN(C(=S)Nc2ccccc2)CC1)C1CCCCC1	-12.3	6.4	-0.3	-8.3	1.3	-5.5	95.0	94.0	-5.0
O=C(NC(=S)NCC1COc2ccccc2O1)c1ccccc1 (centres undefined)	-8.6	0.3	2.1	0.1	10.5	-3.7	106.0	103.0	-2.0
CC(=O)Oc1ccc(C(=O)Nc2nccs2)cc1	.	.	5.2	-2.7	3.8	-3.4	103.0	110.0	2.0
CCOC(=O)C1CCN(S(=O)(=O)c2ccc(-c3ccccn3)s2)CC1	-27.1	-4.2	0.6	-4.8	3.9	-0.3	130.0*	129.0	25.0
Cc1nnc(N2C(=O)C(O)=C(C(=O)c3ccco3)C2c2ccc(F)cc2)s1 (centres undefined)	-2.7	16.8	4.4	-4.0	16.5	-8.2	103.0	107.0	2.0
O=C(OCc1nnc(-c2ccc(Cl)cc2)o1)c1ccncc1	-15.3	2.2	-3.4	-4.5	8.3	16.7	97.0	90.0	-2.0
O=C1C=C(O)c2c(O)cc(O)c(O)c2C1=O	.	.	7.0	-5.5	.	-0.1	97.0	97.0	0.0
CNC(=O)CSc1nnc(-c2ccco2)n1-c1cccc(OC)c1	-8.7	10.8	-0.8	-9.6	1.4	4.4	102.0	99.0	-6.0
COc1ccc(O)c(C(=O)c2cnc3c(c2)c(=O)[nH]c(=O)n3C)c1	-2.0	3.1	-5.5	3.0	-1.2	1.7	102.0	99.0	-2.0
Cc1cc(C)c(COCc2cc(/C=N/O)c(C)cc2C)cc1/C=N/O	-15.1	-13.1	0.2	-3.1	-11.6	3.2	106.0	106.0	7.0
NC(=O)CSc1nnc(-c2ccccc2)c(-c2ccccc2)n1	-12.3	3.2	-1.5	-14.2	4.6	17.0	102.0	102.0	3.0
COc1cc(C(=O)Nc2ccc(NC(=O)c3ccco3)nc2)cc(OC)c1OC	-14.5	-3.0	0.3	-0.1	6.2	-9.5	101.0	106.0	2.0
CCOC(=O)c1c(C)[nH]c(C)c1C(=O)CSc1nnc(-c2cc(OC)c(OC)c(OC)c2)o1	1.9	-5.5	-1.7	-0.5	30.2	3.2	109.0	107.0	-1.0
CCOc1ccc(Cl)cc1S(=O)(=O)N1CCN(c2ccc(C)c(C)c2)CC1	-1.2	-0.5	0.2	-5.8	5.5	-43.2	96.0	92.0	-2.0
COc1ccc(CNC(=O)Cc2c(C(=O)O)[nH]c3ccccc23)c(OC)c1	-26.5	18.1	-5.1	-4.3	3.9	0.9	101.0	103.0	8.0
CN(C)CCNC(=O)Cn1nc(C(F)F)cc1C1CC1	-0.8	11.6	0.6	-3.7	2.8	-9.5	106.0	107.0	8.0
CN(C)Cc1cc(CCNC(=O)c2ccc(Cl)cc2)ccc1O	-2.2	-5.2	-3.2	-1.1	9.8	11.9	103.0	107.0	3.0
NC(N)=NS(=O)(=O)c1ccc(NC(=S)NC(=O)c2ccc3c(c2)OCO3)cc1	-3.3	1.8	2.6	-2.8	8.7	-16.4	104.0	99.0	2.0
O=C(O)/C=C/C(=O)c1ccc2c(c1)NC(=O)CO2	-1.5	16.5	-1.4	-1.4	15.6	-12.9	89.0	86.0	-11.0
O=C(c1ccc2ccccc2c1)C1CCCN(C(=O)CN2C(=O)CSC2=O)C1 (centres undefined)	-14.2	0.5	0.1	-4.1	3.5	7.8	97.0	98.0	-7.0
CCN(C(=O)c1ccccc1)c1ccc([N+](=O)[O-])cc1	-3.0	1.9	-3.7	5.2	17.8	-4.6	97.0	95.0	-3.0
Cc1ccccc1CN(c1ccc(C(=O)NCCC2=CCCCC2)cc1)S(C)(=O)=O	-19.5	-6.1	-0.1	-6.5	8.1	-20.0	100.0	97.0	-4.0
CCCC(=O)N/C(N)=N/c1nc(C)c2ccccc2n1	-9.1	-8.9	-1.3	0.3	7.8	13.1	105.0	106.0	3.0
CC(=O)Nc1ccc(S(=O)(=O)Nc2ccc3c(c2)OCCO3)cc1	-0.4	2.1	-0.4	.	5.7	3.7	101.0	101.0	1.0
COc1ccc(C2CC(c3cccs3)=NN2C(=O)c2ccccc2)cc1OC (centres undefined)	-42.0	-21.7	-0.2	-6.3	-1.8	51.9*	106.0	103.0	5.0
CCOc1ccccc1C(=O)Nc1c[nH]c(=O)[nH]c1=O	-3.5	3.0	-2.0	-3.3	-6.9	11.4	100.0	109.0	2.0
O=C(NC1CCCCC1)c1cccnc1C(=O)O	4.4	-4.2	-0.4	-3.5	24.0	-16.9	92.0	99.0	-1.0
CC1=C(C(=O)OCc2ccccc2)C(c2ccc(N(C)C)cc2)NC(=O)N1 (centres undefined)	-29.3	-13.5	-3.9	0.5	2.5	-23.2	103.0	101.0	5.0
CCCCc1cc(=O)oc2cc(C)cc(OCC(=O)N3CCC(C(N)=O)CC3)c12	-32.7	-0.1	-1.2	-3.9	31.2	-4.5	102.0	103.0	4.0
CC(=O)c1cc2c(cc1N/C(=N/S(=O)(=O)c1ccccc1)c1ccc(Cl)cc1)OCO2	2.6	-5.1	5.2	-0.1	16.8	-15.7	129.0*	102.0	0.0
O=[N+]([O-])c1cccc(S(=O)(=O)Nc2ccc(S(=O)(=O)Nc3nccs3)cc2)c1	-1.2	0.0	-1.5	0.1	2.0	3.9	105.0	111.0	8.0
CC1CCCCC1NC(=O)c1ccc(N2CCCC2=O)cc1 (centres undefined)	0.3	7.3	-2.1	-6.5	0.8	23.5	103.0	103.0	6.0
C/C(=N\NC(=O)c1nn(C)c(C)c1Br)c1ccc(NC(=O)c2ccccc2F)cc1	-4.0	-2.1	-0.5	-2.1	12.0	-20.1	99.0	100.0	-1.0
Cc1ccc(S(=O)(=O)Oc2ccc(/C=C(/NC(=O)c3ccccc3)C(=O)O)cc2)cc1	-26.3	17.8	-0.6	-0.3	11.5	-3.5	98.0	95.0	-2.0
CCOc1ccc(NC(=O)CSc2nc3[nH]ncc3c(=O)n2-c2ccccc2OC)cc1	-22.6	-8.6	0.6	-9.1	13.3	-2.9	93.0	90.0	-3.0
CCc1nn(CC(=O)NCCCN2CCc3ccccc3C2)c(=O)c2cc3sccc3n12	3.3	-13.9	-5.2	2.3	4.6	13.7	101.0	123.0	15.0
COC(=O)c1cc2c(N)c(C(=O)c3ccccc3)sc2nc1C(OC)OC	-10.7	12.1	-0.7	-3.5	-6.7	-9.6	100.0	100.0	-4.0
CCOc1ccccc1-n1c(SCC(=O)NC)nnc1-c1ccco1	-7.1	-4.2	-0.8	-6.2	1.7	-0.8	105.0	102.0	7.0
O=C(NCCCNCc1ccccc1)/C(=N\O)c1ccccc1	0.3	-4.8	-1.5	1.7	1.9	-12.2	94.0	98.0	-4.0
O=C(CSc1nnc(-c2ccncc2)n1Cc1ccco1)Nc1cccc(O)c1	4.5	-7.7	8.9	-5.4	28.2	7.0	106.0	87.0	-11.0
Cc1ccc(NNC(=O)CCc2ccccc2)c(C)c1	-8.7	-9.0	-1.3	-4.7	-9.1	4.4	89.0	94.0	-13.0
C/C(=N\NC(=O)c1ccc(Cl)c(Cl)c1)c1ccc(Br)s1	-0.4	-3.2	1.8	-11.0	12.9	-14.8	99.0	102.0	14.0
Clc1ccc(Cn2ncc3c(NCc4cccnc4)ncnc32)cc1	-18.5	-5.4	-0.7	-1.1	4.4	11.8	99.0	98.0	1.0
Cc1ccsc1/C=N/NC(=O)CSCc1ccc(Cl)cc1	-18.2	-5.6	1.5	-3.7	-15.1	-6.2	98.0	100.0	2.0
CC(C)c1nc2sc3c(NCc4ccco4)ncnc3c2c2c1COC(C)(C)C2	-13.0	6.1	5.8	-5.6	20.8	-42.9	101.0	98.0	-2.0
COc1c(O)cnn(-c2ccccc2)c1=O	2.1	-0.6	0.9	2.3	-0.1	3.6	84.0	90.0	-30.0

# The last three compounds of the section before come first, to join the parts:
structure	FID counter	HCV NS3 hel inh	CRFBP-R2 agonist	GalR3 antag	SUMO HTRF inh	CRFR2-BP antag	MEKK3 PB1 HTS	MEKK2wt PB1 HTS	MEKK2mut PB1 HTS
Cc1ccsc1/C=N/NC(=O)CSCc1ccc(Cl)cc1	-18.2	-5.6	1.5	-3.7	-15.1	-6.2	98.0	100.0	2.0
CC(C)c1nc2sc3c(NCc4ccco4)ncnc3c2c2c1COC(C)(C)C2	-13.0	6.1	5.8	-5.6	20.8	-42.9	101.0	98.0	-2.0
COc1c(O)cnn(-c2ccccc2)c1=O	2.1	-0.6	0.9	2.3	-0.1	3.6	84.0	90.0	-30.0
COc1ccccc1C1=NOC(C)(c2sc(-c3ccccc3)nc2C)C1 (centres undefined)	.	.	-0.5	-2.2	.	1.1	94.0	95.0	-2.0
CC(C)(C)CC(=O)NC(=S)N1CCCCCC1	-0.1	6.5	0.1	-4.5	-18.9	2.2	104.0	106.0	5.0
O=c1[nH]c2cc3c(cc2cc1C(c1nnnn1CC1CCCO1)N1CCCC1)OCO3 (centres undefined)	-5.6	13.6	5.2	-5.2	1.5	3.7	106.0	107.0	5.0
Cc1ccc(N/C=C(\C#N)c2ccc(OCCCF)cc2)cc1	-0.3	4.2	4.1	-2.7	-6.2	21.3	115.0	118.0	6.0
CCOC(=O)c1c(C)[nH]c(C)c1S(=O)(=O)N1CCN(c2ccc(F)cc2)CC1	-24.0	0.9	-1.1	-0.5	-6.1	-3.8	104.0	104.0	-2.0
O=C1NC(=O)/C(=C/c2ccc(N3CCOCC3)o2)N1	-3.4	-0.2	4.0	-1.9	11.7	-7.0	95.0	98.0	-4.0
CCOC(=O)c1ccc(N2C(=O)c3n[nH]c(C)c3C2c2cccnc2)cc1 (centres undefined)	-7.8	9.0	-2.4	-1.5	-3.4	12.9	97.0	96.0	0.0
Cc1nc(N2CCCCC2C)c2c(C)c(C(=O)Nc3cccc(C(F)(F)F)c3)sc2n1 (centres undefined)	-0.1	-1.7	1.8	-2.6	-14.6	-25.6	102.0	116.0	9.0
Cc1ccc(S(=O)(=O)N2CCOCC2)cc1C(=O)NNC(=O)c1ccoc1C	4.6	3.6	-1.5	1.1	2.0	7.0	97.0	103.0	0.0

# Screening data as filed in PubChem BioAssay.

# Not all compounds are listed. The share of hits here may be higher or lower than overall.
